High-throughput results as filed in PubChem.
NLRP3 yeast inh – inhibitors of NALP3 inflammasome in yeast; inhibition, % at 10 µM; Yeast reconstituted NLRP3/ASC/caspase-1, beta-gal luminescence, 24 h; actives 0.39% (n = 330,000);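 active = inhibition of 50% or more; inactive = inhibition below 50%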;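 note: plate controls were induced DMSO wells for no effect and uninduced yeast grown without galactose for full effect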
TIM10 inh – growth inhibitors of TIM10 yeast strain; S. cerevisiae TIM10 strain growth, BacTiter-Glo luminescence, 24 h; inhibition, % at 10 µM; actives 1.4% (n = 330,000); AID 463195;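 active = inhibition of 40% or more at the single tested concentration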;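 note: wild-type TIM10 isogenic control strain grown at permissive 25 °C; 0% = DMSO yeast wells and 100% = minimal medium wells without yeast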
Mdm2-MdmX inh – human Mdm2/MdmX binding inhibition. O15151+Q00987. SaOS-2 split-luciferase Mdm2/MdmX complementation, luminescence. inhibition, % at 8 µM. actives 3% (n = 330,000);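 active = inhibition of at least 50% at 8 µM in the primary screen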
GRIN3A LBD mod – NR3A (human) ligand-binding domain modulation; NR3A LBD differential scanning fluorimetry, Tm shift; 0% = protein alone, 100% = glycine-bound protein; Tm shift relative to glycine control, % at 25 µM; actives 2.5% (n = 340,000);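 active = melting temperature shift of at least 10% of the positive control shift, at one fixed dose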
UPR CHOP act – activators of apoptotic arm of unfolded protein response (CHOP); CHO-CHOP luciferase reporter, UPR activation, luminescence; percent of tunicamycin response over DMSO baseline; activation, % at 10 µM; actives 0.34% (n = 330,000);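 active = at 10 µM dose, activation of 40% or more, normalized to positive control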;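 note: 100% = tunicamycin at 10 µg/mL and 0% = DMSO alone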
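Test system: CHO-CHOP cells, stable luciferase reporter of PERK-eIF2a-CHOP signalling | Quantity: 500 CHO-CHOP cells per well | Buffer or medium: F12 plus 10% serum | Compound dosing: 10 µM single point, 0.5% DMSO | Schedule: 6 h compound treatment, 37 °C | Signal: Luciferase luminescence | Control set: Tunicamycin high control, DMSO low control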
XBP1 UPR activ – adaptive UPR (XBP1) activation | CHO-XBP1 luciferase reporter, IRE1-XBP1 UPR activation, luminescence; percent of tunicamycin response, DMSO as zero | activation, % at 20 µM | actives 0.33% (n = 330,000) | AID 463104;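 active = versus positive control, 20 µM dose yields 30% or more activation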;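 note: 100% = tunicamycin at 10 µg/mL and 0% = DMSO only wells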
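Material: CHO-XBP1 cells stably carrying IRE1-XBP1-driven luciferase reporter / Amount: 1000 cells per well / Compound: 20 µM, 1% DMSO / Times: 6 h treatment, 37 °C / Detection: luciferase luminescence / Measure: % activation of reporter signal versus tunicamycin and DMSO controls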
tim10-1 inh – tim10-1 yeast growth inhibition. S. cerevisiae tim10-1 ts strain growth, BacTiter-Glo, 24 h. inhibition, % at 20 µM. actives 2.2% (n = 330,000). AID 463190;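 active = inhibition of at least 40%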;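 note: mutant grown at 25 °C; 0% = DMSO wells with yeast and 100% = wells holding no yeast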
tim23-1 inh – inhibits growth of tim23-1 mutant yeast; inhibition, % at 20 µM; actives 1.3% (n = 330,000); AID 463212; S. cerevisiae tim23-1 growth, BacTiter-Glo luminescence, 24 h;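 active = growth inhibition of the mutant yeast at or above 50%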;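 note: temperature-sensitive mutant grown at 25 °C; plate controls were DMSO-treated mutant yeast for no effect and medium wells lacking yeast for full effect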
APJ agonist – activates the human apelin receptor APJ; actives 0.11% (n = 330,000); AID 2520; P35414; activation, % at 20 µM; CHO-K1 APJ PathHunter beta-arrestin, luminescence; 0% DMSO wells, 100% apelin;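 active = activation more than six SD over the plate average, tested at 20 µM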;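 note: 0% = DMSO alone and 100% = apelin-13 at 10 nM; some results filed as inactive read as strong as hits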
Target sequence (P35414 whole entry, looked up): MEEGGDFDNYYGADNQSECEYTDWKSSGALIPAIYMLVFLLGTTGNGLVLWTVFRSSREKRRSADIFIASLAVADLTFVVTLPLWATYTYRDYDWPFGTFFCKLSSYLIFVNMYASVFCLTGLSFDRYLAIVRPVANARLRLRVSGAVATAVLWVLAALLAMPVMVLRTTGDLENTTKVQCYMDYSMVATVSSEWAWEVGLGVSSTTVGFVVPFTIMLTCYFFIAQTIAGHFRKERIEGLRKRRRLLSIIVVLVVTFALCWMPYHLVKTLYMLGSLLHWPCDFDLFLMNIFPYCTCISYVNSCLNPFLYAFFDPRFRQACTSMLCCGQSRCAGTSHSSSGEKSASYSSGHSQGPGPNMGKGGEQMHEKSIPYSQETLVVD
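Assay system: CHO-K1 APJ beta-arrestin complementation cell line / Compound: single test compound dose, 20 µM final, 1% DMSO / Times: overnight seeding, 90 min compound at 25 °C, 1 h detection / Technique: beta-gal luminescence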
Starred values were filed as active, the others as inactive.

molecule	NLRP3 yeast inh	tim23-1 inh	Mdm2-MdmX inh	TIM10 inh	tim10-1 inh	APJ agonist	UPR CHOP act	GRIN3A LBD mod	XBP1 UPR activ
O=C(N/N=C/c1ccc([N+](=O)[O-])cc1)c1cc(C2CC2)[nH]n1	7	23	21	51*	36	9	1.3	3	-2
Cc1ccc(NC(=S)N2CCN(S(=O)(=O)c3ccccc3)CC2)cc1C	14	15	45	11	21	-5	1.9	-8	-4
O=C(NCC(c1ccco1)N1CCCCC1)c1ccc2c(c1)S(=O)(=O)c1ccccc1C2=O (stereo unspecified)	12	-8	0	-6	-15	1	0.2	3	2
Cn1nccc1NC(=O)Nc1ccc(OC(F)(F)F)cc1	7	-7	1	-10	-1	6	0.5	0	2
Cc1ccccc1C(=O)Nc1nnc(S(=O)(=O)N2CCCCC2)s1	-5	7	-1	4	1	-3	-0.1	-10	-1
COc1ccc(C(=O)Nc2ccc(CN3CCOCC3)cc2)cc1	18	-3	-7	6	6	-1	4.3	3	3
Cc1cc(NCCN(C)C)n2nc(-c3cccs3)cc2n1	-6	-20	13	-1	-2	-5	0.3	-3	0
CCC/S(C)=N/S(=O)(=O)c1ccc(C)cc1 (stereo unspecified)	9	-3	12	0	-7	-1	-2.3	-1	-1
ClC1=C(Cl)C(Cl)=C(Cl)C1=C/C=C/c1ccccc1	-3	13	100*	17	24	0	55*	0	30
Cc1ccc(C(=O)N/N=C/c2ccoc2)cc1C	25	26	-19	13	1	1	4.1	-1	-5
COc1ccc(-n2nc(C(=O)NCC(=O)NCCCN3CCOCC3)c3ccccc3c2=O)c(OC)c1	7	-5	32	5	-27	-2	0.4	-2	-2
CC(C)(C)c1ccc(S(=O)(=O)N2CCC(O)(c3ccc(Cl)cc3)CC2)cc1	6	19	-2	12	7	-3	0.0	0	1
COc1cccc(CNC(=O)CCC2CCCN(C3CCOCC3)C2)c1 (stereo unspecified)	10	0	5	5	-1	-4	-1.2	-1	0
O=C(CN1C(=O)c2ccccc2C1=O)Nc1ccc(-c2nc3ccccc3o2)cc1	25	9	-11	5	20	1	-0.3	1	0
COc1ccc(NC(=O)NCc2cccnc2)c(OC)c1	13	6	-6	7	-12	8	0.1	-21	-4
Cc1nnsc1Sc1ccccc1	1	16	1	-6	-5	0	1.3	0	-2
CCOc1ccc(N2C(=O)/C(=C\c3ccc(O)c(OC)c3)S(=O)(=O)C2c2cccc([N+](=O)[O-])c2)cc1 (stereo unspecified)	-32	25	-7	17	25	-3	4.7	10*	4
CCOc1ccc(N(C)S(=O)(=O)c2c[nH]c(C(=O)OC)c2)cc1	-12	-6	5	-5	6	-1	-2.2	0	-3
COc1ccc(/C=C/C(=O)Nc2ccccc2)cc1S(=O)(=O)N1CCOCC1	6	18	-7	16	-20	0	0.7	1	1
CC(=O)N1c2ccc(S(=O)(=O)N3CCCC3C(=O)NCc3ccc(Cl)cc3)cc2CC1C (stereo unspecified)	-2	5	-32	11	25	-2	-3.3	5	-2
CC(C)NC(=O)COc1ccc(Cl)cc1Cl	29	13	19	20	18	-6	0.8	0	-1
CCN(Cc1ccncc1)C(=S)Nc1ccccc1	11	8	9	-3	1	0	1.3	-2	0
O=C(C1CCN(S(=O)(=O)c2ccc(Br)s2)CC1)N1CCN(c2ccccc2)CC1	36	30	6	26	31	0	0.1	4	-3
O=c1oc(/C=C/c2ccccc2)nc2sc3c(c12)CCC3	11	8	-126	18	9	0	6.3	1	-2
O=C(Nc1ccc(N2C(=O)C3CCCCC3C2=O)cc1Cl)c1cccs1 (stereo unspecified)	16	-8	17	-19	-18	-1	1.1	18*	0
COC(=O)c1ccc(NC(C)C(=O)OC)c([N+](=O)[O-])c1 (stereo unspecified)	8	5	2	-19	17	-3	2.0	-2	1
CN(C)CCCNCCCNC(=O)c1ccccn1	-1	1	-18	0	6	3	9.2	1	-1
COc1ccccc1NC(=O)c1ccc(CSc2ccccc2)o1	13	32	17	13	14	-7	3.3	2	2
Cc1cccc(NC(=O)CSc2nc(N)c(NC(=O)c3cccs3)c(=O)[nH]2)c1C	-7	-4	-21	-4	-2	3	-0.1	4	0
Nc1c(C(=O)CSc2n[nH]c(-c3ccccc3)n2)c(=O)[nH]c(=O)n1C1CC1	1	-9	11	-12	-17	1	-0.8	-2	-2
O=C(Nc1ccc(Oc2ccccc2)cc1)C1CC1	35	13	6	25	29	0	1.4	1	1
CCOc1ccc(N(CC(=O)N2CCN(c3ccccc3OC)CC2)S(=O)(=O)c2ccc(C)cc2)cc1	23	16	29	15	9	0	1.2	0	-6
O=S(=O)(Nc1cccc(-c2nc3cccnc3s2)c1)c1ccc2c(c1)OCCO2	3	58*	-2	29	39	-1	1.8	1	0
COc1ccc(NS(=O)(=O)/C=C/c2ccc(OC)c(OC)c2)cc1	11	7	30	-17	2	-1	1.9	3	0
C=CCOc1ccccc1CNc1ccc2[nH]c(=O)[nH]c2c1	-5	-8	22	18	9	0	0.0	-1	1
Cc1c(C(=O)C(=O)NCC2CCCO2)c2ccccc2n1C (stereo unspecified)	-9	20	-2	6	7	3	0.0	-1	0
O=C(COC(=O)c1cccnc1Cl)Nc1ccc(N2CCCCC2)cc1	6	28	-31	3	3	2	1.5	0	1
CCCCNC(=O)c1ccc2c(c1)S(=O)(=O)c1ccccc1C2=O	18	23	-9	10	9	25	1.1	-1	5
C(=N\NC1=NCCN1)/c1ccncc1	32	6	17	-15	-1	-2	2.9	0	-4
CC(NC(=O)c1ccc(F)cc1)c1ccc2c(c1)CCCC2 (stereo unspecified)	37	12	20	0	-3	2	-3.2	-1	-3
COc1ccc(S(=O)(=O)n2cccc2)c(OC)c1	-12	10	9	12	6	0	0.2	-2	-4
CCOC(=O)C1CCN(C(=O)c2cc(S(=O)(=O)N(C)C)ccc2N2CCCC2)CC1	11	10	17	1	-7	0	-0.5	-1	-6
CCOc1ccc(CSC(=N)N)cc1Cl	5	6	10	-4	8	-8	-2.2	-1	-1
CC1CCN(S(=O)(=O)c2ccccc2)CC1	-19	13	6	7	8	-4	1.5	0	-5
O=C(CCCN=C1NS(=O)(=O)c2ccccc21)OCC(=O)c1ccc(F)c(F)c1	18	11	0	-1	12	-3	-1.7	-1	2
CCOC(=O)c1nnn(-c2nonc2N)c1-c1ccc(C)cc1	6	26	-1	18	18	-2	-0.5	-1	2
O=C(COc1ccc(Cl)cc1)NCc1nnc(SCC(=O)NCc2ccc3c(c2)OCO3)o1	6	6	13	8	11	2	1.4	0	1
Cc1ccccc1SCC(=O)OCC(=O)N(C)c1c(N)n(Cc2ccccc2)c(=O)[nH]c1=O	16	-2	14	-8	11	-1	-1.0	-1	0
N#Cc1cccc(C#N)c1Oc1ccc(N)cc1	11	12	14	33	6	-2	1.1	-2	1
CCOc1ccc(S(=O)(=O)N2CCC(C(=O)NCCN3CCOCC3)CC2)cc1C	17	-7	1	-1	-11	-1	-1.0	1	3

Reprinted at random: 2 records from the list
molecule	NLRP3 yeast inh	tim23-1 inh	Mdm2-MdmX inh	TIM10 inh	tim10-1 inh	APJ agonist	UPR CHOP act	GRIN3A LBD mod	XBP1 UPR activ
CC1CCN(S(=O)(=O)c2ccccc2)CC1	-19	13	6	7	8	-4	1.5	0	-5
CCOC(=O)C1CCN(C(=O)c2cc(S(=O)(=O)N(C)C)ccc2N2CCCC2)CC1	11	10	17	1	-7	0	-0.5	-1	-6

Part of the list above, showing only GRIN3A LBD mod:
Molecule | GRIN3A LBD mod
COc1ccc(NS(=O)(=O)/C=C/c2ccc(OC)c(OC)c2)cc1 | 3
CCCCNC(=O)c1ccc2c(c1)S(=O)(=O)c1ccccc1C2=O | -1
COc1ccc(S(=O)(=O)n2cccc2)c(OC)c1 | -2
N#Cc1cccc(C#N)c1Oc1ccc(N)cc1 | -2
CCOc1ccc(CSC(=N)N)cc1Cl | -1

Next section
molecule	NLRP3 yeast inh	tim23-1 inh	Mdm2-MdmX inh	TIM10 inh	tim10-1 inh	APJ agonist	UPR CHOP act	GRIN3A LBD mod	XBP1 UPR activ
FC(F)(F)c1ccc(Oc2ccc3cc(Br)ccc3c2)nc1	-17	-2	26	7	10	-1	1.6	1	0
Cc1cc(S(=O)(=O)N2CCCC2)ccc1OCC(=O)N1CCOCC1	-9	-9	19	3	3	-3	-1.2	-1	0
O=C(c1cc(-c2ccccc2)nc2ccccc12)N1CCN(c2ccccc2O)CC1	9	40	24	27	30	-2	1.3	1	0
C=CCNC(=O)c1ccc(C)cc1Cl	6	12	13	-3	5	-1	-3.0	-1	-2
CNC(=O)C1C(=S)NC(N)=C(C#N)C1c1ccccc1 (stereo unspecified)	15	13	11	0	18	-3	0.7	2	2
O=C(O)c1[nH]c2ccc(Br)cc2c1CCN1C(=O)c2cccc([N+](=O)[O-])c2C1=O	4	10	20	-1	7	2	0.6	1	-2
